VP16 counter = VP16 counterscreen qHTS for inhibitors of ROR gamma transcriptional activity. Drosophila S2 Gal4-VP16 UAS-luciferase, luminescence, 20 h. Potency, µM (top dose mostly 53.6 µM), inactives show top-dose activity, negative = inhibition, hits mostly inhibitors. 310,000 compounds, 3.5% hits. AID 2546, 2010;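 note: Gal4-VP16 expression switched on by copper sulfate through the metallothionein promoter; % is set by controls: 0 for no effect and ±100 for the full control effect; nearly all actives have a fitted effect of over 50% in size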
MBNL1 CUG block = qHTS Assay for Inhibitors of MBNL1-poly(CUG) RNA binding. Muscleblind-like protein 1 (Homo sapiens), Q9NR56. TR-FRET MBNL1-His/biotin-(CUG)12 binding, 665/545 ratio. Potency, µM (highest dose often 57.5 µM), without a hit: at the top dose activity change, negative = inhibition, most hits filed as inhibitors. 280,000 compounds, 0.036% hits. AID 2675, 2010; active = well fitted inhibition curve with a large enough effect in the signal ratio, with a control signal flat, not every such curve was filed as active; inconclusive = small, poorly fitted or top-dose-only effect, or effect the other way, or a change in a side signal; inactive = no such curve, though single readings can be large or run the other way; the % refers to the signal ratio; note: % is set by controls: 0 for no effect and ±100 for the full control effect
Target sequence (Q9NR56 whole entry, looked up): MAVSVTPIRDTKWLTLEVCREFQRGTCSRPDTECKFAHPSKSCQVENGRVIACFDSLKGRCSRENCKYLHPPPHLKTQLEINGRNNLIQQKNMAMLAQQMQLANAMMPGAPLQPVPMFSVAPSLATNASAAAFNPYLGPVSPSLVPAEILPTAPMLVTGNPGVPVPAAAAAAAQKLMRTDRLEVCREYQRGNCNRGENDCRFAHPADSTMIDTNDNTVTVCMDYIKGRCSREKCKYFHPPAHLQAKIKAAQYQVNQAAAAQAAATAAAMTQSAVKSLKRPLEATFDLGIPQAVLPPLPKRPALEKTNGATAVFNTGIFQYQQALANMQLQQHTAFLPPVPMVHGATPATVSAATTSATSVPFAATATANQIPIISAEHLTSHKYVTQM
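Compounds (final 92 nM to 58 uM) are added to His-tagged MBNL1 and biotin-(CUG)12, then terbium anti-His antibody and streptavidin-XL665 (5 nM final). After 60 min at room temperature, the 665/545 nm ratio is read.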
FLuc counter = qHTS profiling assay for firefly luciferase inhibitor/activator using purifed enzyme and Km concentrations of substrates (counterscreen for miR-21 project); AID 588342, 2011; Luciferin 4-monooxygenase (Photinus pyralis), P08659; 360,000 compounds, 6.9% hits; purified FLuc, Km substrates, luminescence inhibition; Potency, µM (highest dose often 57.5 µM), for inactives: top-dose activity change, negative = inhibition, usual class: inhibitors;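 note: plate controls were vehicle for no effect and reference inhibitor for full effect; nearly all actives have a fitted effect of over 55% in size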
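Biochemical qHTS of compounds, final roughly 60 µM downward over six points, against 10 nM purified firefly luciferase using Km concentrations of substrates (10 uM D-luciferin, 10 uM ATP) in Tris acetate pH 7.5 buffer; luminescence output.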
NPC1 prom act = qHTS Assay for NPC1 Promoter Activators. 320,000 compounds, 2.4% hits. Huh7 NPC1 promoter luciferase reporter, 24 h. Potency, µM (top dose mostly 9.22 µM), inactives show at the top dose activation, usual class: activators;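 note: % of control where 0% means no effect; nearly all actives have a fitted effect of over 60% in size; reporter is driven by a mutant NPC1 promoter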
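Huh7 cells stably carrying NPC1 promoter–luciferase, plated in Opti-MEM with 10% FBS for 2 h, were exposed to compound in DMSO for 24 h at 37 °C; luciferase reagent was added for 10 min and luminescence read.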
uPA generation = qHTS for Inhibitors of Cell Surface uPA Generation; cell surface uPA generation assay, qHTS; Potency, µM (top dose mostly 38.3 µM), for the others: top-dose activity change, negative = inhibition, usual class: inhibitors; 330,000 compounds, 0.31% hits; AID 540303, 2011; active = well fitted inhibition curve with a large enough effect; inconclusive = small, poorly fitted or top-dose-only effect; inactive = no such curve, though single readings can be large or run the other way; tested in mouse RAW 264.7 cells; note: % is set by controls: 0 for no effect and ±100 for the full control effect; nearly all actives have a fitted effect of over 55% in size
BRCA1 expr act = qHTS Assay to Identify Small Molecule Activators of BRCA1 Expression; MCF7-BRCA1-FFLuc reporter, luminescence, 48 h; response scale: scaled: vehicle 0%, 10 µM genistein 100%; Potency, µM (highest dose often 46.1 µM), inactives show top-dose activation, hits mostly activators; 380,000 compounds, 1.1% hits; note: nearly all actives have a fitted effect of over 80% in size; some results filed as inactive show a strong effect at the top dose
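Activators of BRCA1 expression were detected as increased firefly luciferase luminescence in engineered MCF7 cells after 48 h compound incubation. Signals were scaled to genistein 10 microM as full activation.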
p53 reactivation = qHTS assay for re-activators of p53 using a Luc reporter; H1299 p53-A138V BP100-luciferase reporter, luminescence, 24 h; Potency, µM (series often up to 92.2 µM), for the others: at the top dose activity change, positive = activation, hits mostly activators; 320,000 compounds, 0.063% hits; AID 504706, 2011; note: % of control where 0% means no effect; nearly all actives have a fitted effect of over 45% in size
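p53-null H1299 cells stably carrying temperature-sensitive p53-A138V and a BP100-luciferase reporter were pinned with compounds (4-point, 1:5 series) and held 24 hrs at 37 deg C. Luminescence was read 10 min after detection reagent.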
RORgamma inh = qHTS for inhibitors of ROR gamma transcriptional activity | Nuclear receptor ROR-gamma (Mus musculus), P51450 | Drosophila S2 Gal4-RORgamma UAS-luciferase reporter, 20 h | Potency, µM (titrated, usually from 53.6 µM), for inactives: at the top dose activity change, negative = inhibition, hits mostly inhibitors | 310,000 compounds, 5.4% hits | AID 2551, 2010; note: % is set by controls: 0 for no effect and ±100 for the full control effect; nearly all actives have a fitted effect of over 60% in size
Target sequence (P51450 whole entry, looked up, the tested form may be a part): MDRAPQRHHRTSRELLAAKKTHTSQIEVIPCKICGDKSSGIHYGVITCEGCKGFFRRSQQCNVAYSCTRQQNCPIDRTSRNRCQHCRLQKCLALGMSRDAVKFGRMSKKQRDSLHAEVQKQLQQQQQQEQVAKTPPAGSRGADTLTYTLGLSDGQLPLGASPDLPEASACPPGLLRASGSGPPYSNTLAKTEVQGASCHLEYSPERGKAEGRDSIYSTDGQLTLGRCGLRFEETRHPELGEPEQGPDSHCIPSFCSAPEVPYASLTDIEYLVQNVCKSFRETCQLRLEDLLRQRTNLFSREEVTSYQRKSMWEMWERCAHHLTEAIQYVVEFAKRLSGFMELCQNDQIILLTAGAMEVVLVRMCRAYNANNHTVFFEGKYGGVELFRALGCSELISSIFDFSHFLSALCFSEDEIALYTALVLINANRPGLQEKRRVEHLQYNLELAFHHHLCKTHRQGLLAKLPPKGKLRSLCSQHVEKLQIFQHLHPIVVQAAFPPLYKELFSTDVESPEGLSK
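A Gal4/UAS one-hybrid system in insect cells: metallothionein-promoter Gal4–ROR gamma fusion plus Photinus luciferase reporter. Copper sulfate 700 uM final, 20 hr ambient incubation, luminescent detection after 10 min with reagent.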
Rab9 promoter act = qHTS Assay for Rab9 Promoter Activators; Potency, µM (titrated, usually from 9.22 µM), inactives show at the top dose activation, negative = inhibition, usual class: activators; Huh7 Rab9 promoter-luciferase reporter, luminescence, 24 h; 320,000 compounds, 2.8% hits; note: % of control where 0% means no effect; nearly all actives have a fitted effect of over 60% in size
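Stable Rab9-luc Huh7, 1500 cells/well, 2 h settle; cmpd in DMSO, 24 h, 37 °C/5% CO2; luciferase reagent 10 min RT; luminescence.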
ELG1 genotoxic = qHTS screen for small molecules that induce genotoxicity in human embryonic kidney (HEK293T) cells expressing luciferase-tagged ELG1. HEK293T ELG1-luciferase reporter, luminescence, 16 h. 330,000 compounds, 1.3% hits. Potency, µM (top dose mostly 46 µM), inactives show at the top dose activity change, positive = activation, usual class: activators; note: % of control where 0% means no effect; nearly all actives have a fitted effect of over 60% in size
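HEK293T cells expressing luciferase-tagged ELG1 were treated with compound or DMSO for 16 hr at 37°C. Luciferase activity was then read after 30 min with ONE-Glo at room temperature; rising signal flags genetic stress.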
* marks the source's active call; other numbers are inactive results; ? = inconclusive; · = not tested or not shown; & = joins results of further samples; [ ] = another dose, or the depositor's remark. Unless noted, calls come from the whole dose curve; as a rule, active = well fitted curve in the direction sought with a large enough effect; inconclusive = small, poorly fitted or top-dose-only effect, or another doubt; inactive = no such curve, though single readings can be large; an effect the other way counts as inactive or inconclusive. Potency is the fitted concentration of half-maximal effect.

Each structure is followed by: VP16 counter	MBNL1 CUG block	FLuc counter	NPC1 prom act	uPA generation	BRCA1 expr act	p53 reactivation	RORgamma inh	Rab9 promoter act	ELG1 genotoxic
CCc1ccccc1NC(=O)/C(C#N)=C\c1ccc(Sc2ccccc2)o1
    -6%	15%	?	0%	-20%	4%	4%	-1%	-1%	-2%
OC(c1ccccc1)(c1ccccc1)C1CCN(C(=S)NC2CCCC2)CC1
    18%[10 µM]	-2%	1%	1%	2%	-17%	10%	20µM*	-8%	-5%
Cc1[nH]c2ccc(C(=O)OCCN(C)C)cc2c1C
    -12%	4%	?	0%	3%	58%	?	-24%	-6%	?
NS(=O)(=O)c1ccc(NC(=S)NC(=O)/C=C/c2cccs2)cc1
    0%	8%	1%	-7%	11%	-14%	0%	0%	2%	-1%
COc1cccc(CNS(=O)(=O)c2cc(Br)cc3c2N(C(C)=O)C(C)C3)c1 (stereo not drawn)
    -2%	4%	-3%&-1%	1%	11%	0%&18%	2%	-19%	-40%[inhibitor]	-1%
CCOC(=O)c1cc(/C(C)=N/OC(=O)c2ccc(C(C)(C)C)cc2)on1
    3%	·	2%	0%	-1%	-1%	2%	-2%	0%	1%
C=CC[C@H](CC(=O)N(CCO)Cc1ccccc1)C(=O)NC[C@@H](OC(=O)[C@@H](CC=C)Cc1ccc(F)cc1)c1ccccc1
    ·	·	·	·	?	-21%	10%	·	·	-11%
O=C(C(=O)N1CCc2ccccc2C1)c1cn(CC(=O)N2CCCCC2)c2ccccc12
    -7%	1%	-3%	2%	-5%	-24%	-23%	-9%	-1%	-1%
CC1CCCN(c2ccc(C(=O)Nc3ccc4c(c3)OCO4)cc2[N+](=O)[O-])C1 (stereo not drawn)
    -1%	·	?	-3%	-6%	-18%	14%	?	1%	-4%
COc1cc2c(cc1OC)[C@H](C)N(C(=S)Nc1ccc(F)cc1)CC2
    3%	·	1%	-5%	9%	-5%	-2%	-22%	-2%	-5%
O=C(COc1ccc(S(=O)(=O)N2CCOCC2)cc1Cl)NCC1CCCO1 (stereo not drawn)
    -12%	-3%	-2%	1%	-3%	-2%	2%	-9%	-3%	-2%
Cc1nc(-c2ccccn2)sc1C(=O)Nc1ccc(Cl)c(Cl)c1
    0%	39%[activator]	?	15%	8%	-11%	18%	6%	25%	12%
Cc1cc(-c2nn(-c3ccccc3F)cc2CN2CCN(c3ccccn3)CC2)c(C)s1
    -1%	-3%	-1%	-9%	-1%	-24%	9%	16%	5%	0%
CCc1nc2ccc(C)cc2c(C(=O)Oc2cccc3cccnc23)c1C
    -10%	-7%	4%	3%	-1%	-11%[1.84 µM]	-5%	3%	2%	0%
CSc1ncccc1C(=O)OCC(=O)Nc1ccc(N2CCOCC2)cc1
    ·	·	·	·	-2%	-33%	1%	·	·	1%
Cc1ccc(-c2nnn(CC(=O)N(c3ccc(F)cc3)C(C(=O)NC(C)(C)C)c3ccco3)n2)o1 (stereo not drawn)
    0%	-1%	2%	-5%	-3%	-18%	-2%	33%	-2%	2%
O=C(Nc1ccccc1)C1CCN(C(=O)c2ccccc2)CC1
    1%	9%	0%	-2%	2%	-5%	-2%	33%	7%	5%
COc1ccc(C(=O)NCCc2nnc3ccc(SCC(=O)NCc4ccc(F)cc4)nn23)cc1
    -6%	-5%	0%	1%	5%	-10%	-5%	17%	4%	-7%
COc1ccc(O)c(CN2CCC(n3nccc3NC(=O)C3CCCC3)CC2)c1
    0%	-2%	3%	2%	-9%	-18%	19%	6%	-4%	-11%
O=[N+]([O-])c1ccc(-c2csc(NN=C3CCCC3)n2)cc1
    5%	-6%	1%	-5%	-1%	88%	2%	10%	-5%	2%
COc1ccc2nc(SCc3cccnc3)c(C#N)cc2c1
    18%	98%[activator]	-11%	24%	6%	31%	7%	-30%	24%	2%
COC(=O)c1cc(COC(=O)c2ccc(OC)c(S(=O)(=O)N3CCCC3)c2)oc1C
    14%	-2%	3%	-1%	-5%	1%	-7%	0%	-4%	2%
CN(CC(=O)Nc1ccccc1Br)C(=O)CNC(=O)C1CCCCC1
    ·	·	-1%	10%	-3%	0%	-4%	·	-3%	3%
O=C(O)c1ccc(O)c2ncccc12
    ·	·	2%	0%	·	84%	·	·	-6%	·
Cc1cc(C)c(NC(=O)C2CCCN2CCO)c(C)c1 (stereo not drawn)
    2%	-2%	0%	1%	6%	0%[1.84 µM]	9%	1%	-3%	-4%
Cc1cccc(/C=N/NC(=O)NC2CCCCC2)c1
    -14%	-14%	?	-2%	-24%	34%	24%	12%	-3%	10%
CCC(C)NCC(=O)Nc1cc(S(=O)(=O)N(CC)c2ccccc2)ccc1Cl (stereo not drawn)
    -10%	·	3%	-1%	-9%	-43%	11%	?	-3%	-8%
CCOc1ccc(NC(=O)N[C@@H](CCSC)C(=O)OC)cc1
    -6%	6%	1%	-3%	·	12%	-1%	4%	-24%	2%
CCCOC(=O)Nc1cc(OC)c(Cl)cc1OC
    -7%	7%	2%[2.3 µM]	-1%	-3%	-37%	0%	17%	-4%	-1%
CCOC(=O)C1=C(C)NC(C)=C(C(=O)OCC)C1c1cccc(C)n1
    -10%	13%	-1%	-4%	-1%	-2%	-5%	-5%	-5%	2%
O=C(Nc1ccc(Cl)cc1)N1CCCN(Cc2ccc(F)cc2)C1
    -4%	-8%	4%	-10%	·	-40%	-4%	-24%	2%	-12%
COC(=O)c1ccc(-n2c(C)cc(C(=O)CCl)c2C)cc1
    -93%	-4%	-9%	-5%	6.3µM*	-75%	-14%	11µM*	-7%	?
CC(C)CCN(C(=O)C1=COCCO1)c1c(N)n(Cc2ccccc2)c(=O)[nH]c1=O
    ·	·	-2%	-5%	2%	1%	-3%	·	3%	1%
O=C(Nc1ccccn1)NC1CCS(=O)(=O)C1 (stereo not drawn)
    2%	2%	0%	0%	2%	-4%	-1%	7%	4%	2%
CCCCN(Cc1nc2ccccc2c(=O)[nH]1)C(=O)CN1C(=O)NC2(CCCCC2)C1=O
    ·	·	·	-3%	9%	-21%	-1%	·	0%	1%
Cn1cccc1/C=N/NC(N)=S
    ?	13%	-1%	-6%	7%	10%	-4%	6.3µM*	0%	3%
CC(CC(=O)NCc1cccnc1)c1ccccc1 (stereo not drawn)
    3%	-4%	1%	5%	1%	-4%	3%	-11%	-3%	1%
COc1ccc(N2CCN(C(=O)C3CCN(S(=O)(=O)c4ccc(F)cc4)CC3)CC2)cc1
    23%[10 µM]	-7%	-1%	-10%	-5%	-19%	-6%	17%	-13%	-4%
Cc1cccc(NC(=O)CSc2nc3c(oc4ccccc43)c(=O)n2-c2ccccc2)c1
    0%	5%	2%	-2%	-1%	-35%	-25%	?	-1%	-2%
COc1ccc(C(=O)N/C(=C\c2cccc3ccccc23)C(=O)N2CCN(C)CC2)cc1
    ·	·	6%	-3%	4%	0%	?	·	-2%	0%
CCN(CC)S(=O)(=O)c1cccc(NC(=O)C(=O)c2c(-c3ccccc3)cc3ccccn23)c1
    -1%	23%	3%	1%	1%	-39%	-2%	7.9µM*	3%	-17%
O=C(CCNC(=O)c1ccco1)NCc1ccc(C(=O)O)cc1
    ·	·	·	·	0%	-12%	-3%	·	·	-2%
Cc1nc2ccccc2n1CC(=O)NCc1ccccc1
    6.3µM*	-3%	-3%	-9%	-10%	-89%	-7%	-30%	-24%	?
O=C(Cc1csc(-c2ccccc2)n1)NCC(=O)Nc1ccc(F)c(F)c1F
    ·	·	·	·	-1%	-32%	-10%	·	·	-1%
Cc1ccc2c(c1)N(CC(=O)NCCCN1C(C)CCCC1C)C(=O)c1cccnc1O2 (stereo not drawn)
    -9%	4%	-1%	-3%	16%	0%	4%	-1%	0%	-4%
COC(=O)/C(=C/c1cccnc1)NC(=O)c1ccccc1
    -2%	11%	-2%	0%	4%	-2%	0%	?	-1%	1%
Oc1ccc(/C=N/N(Cc2ccccc2)c2ccccc2)c(O)c1O
    -14%	9%	?	-4%	-3%	-39%	-5%	-15%	0%	8%
CCOc1cccc(N(C(=O)CNC(=O)c2ccco2)C(C(=O)NCC2CCCO2)c2ccccc2)c1 (stereo not drawn)
    -8%	4%	1%	1%	-8%	-10%	2%	0%	0%	-11%
CCCCCCn1c(O)c(/C=C2\C=NN=C2c2ccccc2)sc1=S
    -11%	5%	8%	-4%	5%	-71%	-14%	37%	-4%	0%
C/C(=N\O)C1(C)N(O)C(C)(C)C(c2ccc(Br)cc2)=[N+]1[O-] (stereo not drawn)
    24%	3%	-3%	0%	3%	-5%	-3%	9%	-1%	0%
O=C(Nc1ccccc1OC(F)F)c1cc2c(s1)CCC2
    -1%	-5%	21µM*	9%	-13%	70%	?	18%	17%	9%
COC(=O)c1ccc(Cn2cc(C(F)(F)F)cc([N+](=O)[O-])c2=O)cc1
    9%	?	0%	-1%	4%	-4%	6%	-8%	3%	1%

Source: PubChem BioAssay

Rows were taken by chance. Share with any hit: about 13%.
